ALOX15B inhib: 15-hLO-2 (ALOX15B) enzyme inhibition; O15296; purified 15hLO-2, xylenol orange hydroperoxide absorbance; Potency, µM (highest dose often 57.1 µM), for inactives: at the top dose activity change, negative = inhibition, hits mostly inhibitors; 110,000 tested, 0.56% active; AID 881; also: potency is read from the fitted curve at half-maximal effect; nearly all actives have a fitted effect of over 60% in size; many of its hits are not listed in these tables
Target sequence (O15296 whole entry, looked up): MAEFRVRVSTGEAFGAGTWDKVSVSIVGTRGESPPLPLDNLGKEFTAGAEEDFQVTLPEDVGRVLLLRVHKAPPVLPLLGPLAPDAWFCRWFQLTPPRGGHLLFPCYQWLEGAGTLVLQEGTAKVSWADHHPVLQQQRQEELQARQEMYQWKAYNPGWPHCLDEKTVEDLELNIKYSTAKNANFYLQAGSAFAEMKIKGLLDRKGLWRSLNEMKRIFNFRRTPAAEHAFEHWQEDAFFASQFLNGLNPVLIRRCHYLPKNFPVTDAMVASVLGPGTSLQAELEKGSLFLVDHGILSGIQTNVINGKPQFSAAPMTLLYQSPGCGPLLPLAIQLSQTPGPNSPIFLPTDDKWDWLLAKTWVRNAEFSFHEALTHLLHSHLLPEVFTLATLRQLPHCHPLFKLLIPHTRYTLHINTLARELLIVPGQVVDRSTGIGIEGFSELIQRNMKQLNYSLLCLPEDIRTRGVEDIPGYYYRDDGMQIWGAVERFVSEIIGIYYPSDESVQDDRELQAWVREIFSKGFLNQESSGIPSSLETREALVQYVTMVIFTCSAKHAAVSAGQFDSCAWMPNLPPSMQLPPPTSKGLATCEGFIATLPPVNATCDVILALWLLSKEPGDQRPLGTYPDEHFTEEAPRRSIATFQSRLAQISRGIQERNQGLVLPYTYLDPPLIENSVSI
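Read-out: hydroperoxide product oxidises ferrous iron, measured as xylenol orange complex via the 573-to-405 nm absorbance ratio after 30 min. Reaction: 50 nM enzyme, 15 min compound preincubation, 45 uM arachidonic acid, 90 min RT, Hepes pH 7.5 with Triton X-100.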
PNC assembly inh: blocks assembly of the perinucleolar compartment; 140,000 tested, 3.1% active; activity change (PNC), negative = inhibition, % at 10 µM; PC3M PTB-GFP, PNC prevalence imaging, 16 h; hits give low values;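 active = readout at or below -70, meaning at least 70% loss of cells showing the perinucleolar compartment, a nuclear body marking cancer cells; inconclusive = readout between -30 and a set limit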;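 also: plate controls were DMSO wells for no effect and camptothecin positive control wells for full effect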
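PC3M cells stably expressing PTB-GFP, 750–1000 cells/well, treated 16 h at 37 °C with compound (23 nl of library stock), in duplicate. After paraformaldehyde fixation and Hoechst stain, imaged at 20x; PNC prevalence scored by image analysis.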
IMPase cell inh: IMPase inhibition in cells; 120,000 tested, under 10 active; CHO-M1 cells, IP1 accumulation, HTRF TR-FRET ratio; P97697; inhibition (IP1 accumulation), % at 46.1 µM; active = well fitted curve in the direction sought with a large enough effect in the signal ratio, not every such curve was filed as active; inconclusive = small, poorly fitted or top-dose-only effect, or a change in a side signal; inactive = no such curve, though single readings can be large or run the other way; the % refers to the signal ratio;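 also: cells stimulated with carbachol in lithium chloride buffer; plate controls were DMSO basal wells for no effect and reference inhibitor wells for full effect; higher means more IMPase inhibition seen as more IP1 and lower FRET ratio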
Target sequence (P97697 whole entry, looked up): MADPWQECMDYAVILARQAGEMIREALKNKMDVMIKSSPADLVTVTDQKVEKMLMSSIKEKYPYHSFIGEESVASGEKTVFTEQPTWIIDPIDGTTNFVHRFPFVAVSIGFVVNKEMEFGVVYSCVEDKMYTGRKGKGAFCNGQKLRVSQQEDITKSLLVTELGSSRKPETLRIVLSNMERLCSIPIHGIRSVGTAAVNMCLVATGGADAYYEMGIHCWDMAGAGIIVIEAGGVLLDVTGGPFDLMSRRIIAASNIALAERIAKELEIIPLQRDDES
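Cellular IMPase inhibition is scored as a rise in cytosolic IP1, detected by competitive TR-FRET between d2-labelled IP1 and a europium anti-IP1 antibody. M1-expressing CHO cells were stimulated with carbachol for 30 min at 37C, with lithium (50 mM LiCl) present in the buffer.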
12-hLO inh: 12-hLO (ALOX12) enzyme inhibition. purified 12-hLO, xylenol orange hydroperoxide absorbance. Potency, µM (highest dose often 57.1 µM), without a hit: at the top dose activity change, negative = inhibition, actives largely listed as inhibitors. 150,000 tested, 0.12% active. AID 1452; also: potency is read from the fitted curve at half-maximal effect; nearly all actives have a fitted effect of over 55% in size; many of its hits are not listed in these tables
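Lipoxygenase turnover measured by absorbance at 573 and 405 nm after Fe-XO development. Human 12hLO 150 nM, arachidonate 40 uM, pH 7.0 Hepes buffer with detergent; 15 min compound preincubation, 30 min reaction.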
An asterisk follows results filed as active; u = inconclusive; x = no result given; [ ] = another dose, or the depositor's remark. Unless noted, calls follow the shape of the dose curve; as a rule, active = well fitted curve in the direction sought with a large enough effect; inconclusive = small, poorly fitted or top-dose-only effect, or another doubt; inactive = no such curve, though single readings can be large; an effect the other way counts as inactive or inconclusive. Unless noted, % is scaled to controls: 0 for no effect and ±100 for the full control effect. Some of the compounds tested, so the mix of outcomes need not match the whole.

Order of values: ALOX15B inhib, PNC assembly inh, IMPase cell inh, 12-hLO inh
O=C(Nc1cc2c(cc1Cl)OCCCO2)c1ccccc1
    -1.3%, u, 4.1, 3.9%
CCOc1ccc(NC(=O)CSc2nnc(-c3ccco3)n2C)cc1
    5.1%, 9.1, 1.0, -5.4%
COc1ccc(N2CCN(c3ncnc4nc[nH]c34)CC2)cc1
    x, -24.3, 1.6, -1.0%
COc1ccc(-n2c(C)nc3cc(C(=O)NCc4ccco4)ccc32)cc1
    -1.2%, 16.5, 5.5, -7.3%
CC(C)Cc1cc(C(=O)N2CCN(C(c3ccccc3)c3ccccc3)CC2)no1
    21.3%, 33.3, 5.6, -6.4%
CCOCCCNCc1c(Cl)cccc1Cl
    x, 28.1, 5.4, -0.8%
CCc1cc2c(SCC(=O)C(C#N)=C3N(C)c4ccccc4N3C)ncnc2s1
    -0.1%, -24.0, u, -4.5%
Cc1cc(C(=O)NNC(=S)NC(C)c2ccccc2)c2ccccc2n1 (configuration not stated)
    15.2%, 39.6, 4.3, -6.0%
COc1ccc(CN2CN(c3ccc(Cl)cc3)C(=O)N(n3cnnc3)C2)cc1
    x, -24.6, -11.1, 0.9%
Cc1c(C(=O)NNC(=S)Nc2cccc(Cl)c2)nnn1-c1ccccc1
    x, 10.1, x, -3.5%
CCN(C1CCCCC1)S(=O)(=O)c1cn(C)c(=O)n(C)c1=O
    -1.5%, -1.1, 1.2, 1.8%
Cc1nc(-c2ccccc2)c(-c2ccccc2)[nH]1
    x, -23.4, 13.7, -5.7%
Cc1cccc(CNc2cc(-c3cccc(NS(C)(=O)=O)c3)ncn2)c1
    9.6%, x, x, -11.7%
O=C(CCC(=O)OCC(=O)c1ccc(Br)cc1)NC1CCCCC1
    -8.4%, 17.0, -0.4, 13.0%
Cc1cc(-c2[nH]nc3c2C(c2ccc(Cl)cc2)C(C#N)=C(N)O3)c(C)s1 (configuration not stated)
    x, u, x, -17.5%
O=C(CC(c1ccccc1)c1ccco1)N1CCOCC1 (configuration not stated)
    x, -3.1, 6.6, 2.7%
CC(NC(=O)c1ccc2c(c1)OCO2)C1CCCO1 (configuration not stated)
    -1.1%, 25.0, 3.0, -4.8%
CCOc1ccccc1NS(=O)(=O)c1ccc2c(c1)n(C)c(=O)c(=O)n2C
    x, 43.0, x, 0.9%
Cc1ccc2cccc(NC(=S)NC(=O)c3c(Br)cnn3C)c2n1
    x, 37.4, u, 11.6%
Cc1cc(C)c2c3c(sc2n1)C(c1cccc(F)c1)C(C#N)=C(N)O3 (configuration not stated)
    -3.4%, -0.2, -1.1, -16.6%
CCOC(=O)c1[nH]c2ccccc2c1NC(=O)c1ccco1
    1.5%, u, 9.4, -6.1%
CC(C)CC(C(=O)NC(=O)NCc1ccccc1)N1C(=O)c2ccccc2C1=O (configuration not stated)
    23.2%, 8.3, u, -7.2%
CCCCC(=O)Nc1c(O)c2ccccc2[nH]c1=O
    -0.6%, 27.8, 2.0, -4.9%
COC(=O)CC/C(O)=C1/C(=N)CC(C)(C)CC1=O
    -6.6%, 26.4, -2.0, 1.6%
CCCc1nc2sc3c(=O)n(N)cnc3c2c2c1COC(C)(C)C2
    x, u, -8.1, 0.7%
O=C1NC(c2ccccn2)Nc2sc3c(c21)CCC3 (configuration not stated)
    35.2%[activator], 8.7, 3.1, -4.5%
CCOc1ccccc1CNS(=O)(=O)c1ccc2c(c1)oc(=O)n2C
    -1.3%, -24.2, -5.6, -1.1%
CCc1nnc(NC(=O)c2cccc(NC(=O)C(C)C)c2)s1
    13.4%, 63.8, u, 3.9%
Nn1c(SCC(=O)N2CCOCC2)nnc1-c1ccco1
    6.1%, 13.2, -0.6, -5.8%
Cc1cc(=O)n2c3c(cccc13)CCC2
    -1.2%, 38.8, -9.4, 8.8%
CCCC(=O)Nc1ccc(-c2nc3cc(C)c(C)cc3o2)c(O)c1
    -10.5%, 30.8, u, 0.7%
CC(CC(=O)Nc1ccc(F)c([N+](=O)[O-])c1)c1ccccc1 (configuration not stated)
    x, -12.0, x, -3.3%
Cc1cc(NC(=O)CCCC(=O)Nc2ccc(F)cc2)no1
    5.3%, 65.7, 3.5, -1.6%
COC(=O)c1c(NC(=O)c2ccco2)sc(C(=O)Nc2ccc(F)cc2)c1C
    -13.1%, u, 3.2, -3.0%
COc1ccccc1N1CCN(CCn2c(=O)[nH]c3c([nH]c4ccccc43)c2=O)CC1
    6.8%, x, 3.3, -14.9%
O=C(Nc1nc2ccc(Cl)cc2s1)[C@@H]1CCCN1C(=O)c1cccs1
    x, -14.7, x, u
CC12Cc3ccc4ccccc4c3C=C1C[N+](C)(C)C2 (configuration not stated)
    32.8%[activator], u, 12.3, 4.9%
C=CCCCCCC
    -1.4%, x, x, -1.4%
NS(=O)(=O)c1ccc(NCc2cc(Cl)ccc2OCc2ccccc2F)cc1
    9.1%, -11.1, -2.1, -2.3%
CC(C)C(NS(=O)(=O)c1c(Cl)cccc1Cl)C(=O)OCC(=O)c1c[nH]c2ccccc12 (configuration not stated)
    x, -16.2, x, -2.5%

Some of these compounds in order of their number in IMPase cell inh, rising:
Order of values: ALOX15B inhib, PNC assembly inh, IMPase cell inh, 12-hLO inh
COC(=O)c1c(NC(=O)c2ccco2)sc(C(=O)Nc2ccc(F)cc2)c1C
    -13.1%, u, 3.2, -3.0%
COc1ccccc1N1CCN(CCn2c(=O)[nH]c3c([nH]c4ccccc43)c2=O)CC1
    6.8%, x, 3.3, -14.9%
Cc1cc(NC(=O)CCCC(=O)Nc2ccc(F)cc2)no1
    5.3%, 65.7, 3.5, -1.6%

Next records
Order of values: ALOX15B inhib, PNC assembly inh, IMPase cell inh, 12-hLO inh
CCOC(=O)N1CCN(C(=O)CSc2ccc(Cl)cc2)CC1
    -2.2%, 8.1, -12.8, -5.1%
N#Cc1cc(C(=O)c2cc(F)ccc2O)cn(-c2nccs2)c1=O
    x, -5.4, x, -4.1%
C[C@@]12CC[C@@H]3[C@H](CCC4=CC(=O)CC[C@]43C)[C@@H]1CC[C@@H]2C(=O)Cn1cnc2c(=S)nc[nH]c21
    u, x, x, -9.2%[11.4 µM]
CCOc1ccc(NC(=O)c2ccccc2NS(=O)(=O)c2ccc(F)cc2)c([N+](=O)[O-])c1
    x, -2.0, x, -4.8%
CO/N=C/c1ccc(Sc2ccccc2)c([N+](=O)[O-])c1
    3.2%, 45.7, -0.4, -9.2%
O=C(NCCc1c[nH]c2ccccc12)C(=O)NCC(c1cccnc1)N1CCN(c2ccccc2)CC1 (configuration not stated)
    x, u, x, 3.7%
CCn1c(SCC(=O)c2c(N)n(C)c(=O)n(C)c2=O)nc2sc(C)c(C)c2c1=O
    -15.6%, u, -9.7, -1.1%
CCC(Oc1ccccc1)C(=O)N1CCN(C(=O)C(CC)Oc2ccccc2)CC1 (configuration not stated)
    -1.7%, 48.9, -0.9, 4.4%
O=C(NCCCN1CCOCC1)C1(c2ccccc2)CCOCC1
    1.6%, u, -5.3, 1.2%
Cc1ccc(Sc2c(O)c3ccccc3n(C)c2=O)cc1
    x, 29.7, x, -4.8%
CCCCn1c(CCC)nc([N+](=O)[O-])c1Sc1ccc(Cl)cn1
    x, u, 19.5, -7.4%
Cc1nn(Cc2ccc(F)cc2)c(C)c1NC(=O)c1cccnc1Cl
    x, -101.8*, x, -1.6%
CN(C)c1ccc(NC(=O)COC(=O)c2cc(Cl)ccc2[N+](=O)[O-])cc1
    x, -22.5, x, -0.5%
Oc1c(C=NCc2ccc(F)cc2)[nH]c2ccc(Br)c(Cl)c12
    u, -28.1, -11.4, -7.7%
CCOC(=O)c1c(NC(=O)C2C3CCC(O3)C2C(=O)O)sc(C)c1-c1ccc(F)cc1 (configuration not stated)
    -15.8%, 1.0, -21.8, 1.8%
c1ccc(C(c2ccccc2)N2CCC3(CCNCC3)CC2)cc1
    67.6%[activator], x, x, -0.6%
Cn1cnnc1SC(C(=O)c1ccccc1)c1ccccc1 (configuration not stated)
    -5.3%, -9.9, -1.0, 8.3%
S=C1Nc2ccccc2Sc2ccc(Cl)cc21
    x, -6.1, x, 0.1%
Cc1nc2c(c(=O)n1CCC1=CCCCC1)c1nc3ccccc3nc1n2/N=C/c1ccccc1
    -3.6%, -16.4, 2.0, 1.6%
CCOC(=O)Cc1csc(SCC(=O)N2CCN(c3ccc(OC)cc3)CC2)n1
    -12.3%, -25.6, -5.0, 3.9%
Cc1ccc(NC(=S)NC(=O)c2ccc(-c3ccc(Cl)cc3)o2)c(O)c1
    x, u, 10.2, -4.8%
CC1CCN(c2nc3c(c(=O)n(C)c(=O)n3C)n2CCSc2nc3ccccc3o2)CC1
    2.8%, u, -1.4, -1.4%
NC(=O)CN1CCN(C(=O)NC2CCCCC2)CC1
    2.3%, -29.0, -0.9, 7.5%
Cc1n(CC(O)COCc2ccccc2)c2ccccc2[n+]1C (configuration not stated)
    x, -4.6, 7.6, 6.6%
Cc1cc(C)n(-c2ccc(C(=O)OCC(=O)NCc3ccc(Cl)cc3)cc2)n1
    x, u, -4.2, -3.5%
O=C(OCC(=O)N1CCN(C(=O)COC(=O)c2ccncc2)CC1)c1ccncc1
    4.4%, 21.4, 3.8, -0.9%
Cc1csc(SCC(=O)NCc2cccs2)n1
    -7.0%, 21.4, 3.2, 1.1%
COc1ccc(-c2ccc(/C=N/NC(=O)c3cccnc3)o2)c([N+](=O)[O-])c1
    x, 1.1, x, -1.6%
Cc1cc(C)c2c(n1)sc1c(=O)n(Cc3ccccc3Cl)nnc12
    1.2%, -4.3, 6.8, 2.1%
COC(=O)c1cc(-c2ccccc2)n(CC(=O)O)c1C
    -3.5%, 18.7, 19.5, -1.7%
CCN1C(c2ccccc2)C(C)C(=O)C(C)C1c1ccccc1 (configuration not stated)
    0.6%, 41.2, 12.1, -1.6%
COC(=O)c1ccc2c(=O)[nH]c(CN3c4ccccc4CC3C)nc2c1 (configuration not stated)
    u, -3.9, 1.6, -14.6%
CC(C)N(CC#CCC1(O)c2ccccc2-c2ccccc21)CCO
    -4.5%, 7.4, 7.0, -5.6%
Cc1ccc(OCc2nnc(SCC(=O)N3c4ccccc4Sc4ccc(Cl)cc43)o2)cc1
    x, 23.8, 0.6, -8.1%
O=C(CSc1nc(-c2ccco2)cc(C(F)(F)F)n1)Nc1ccc2c(c1)OCO2
    x, -15.8, -10.3, 2.2%
COc1ccc(NS(=O)(=O)c2ccc(OC)c(OC)c2)cc1OC
    x, -21.7, -5.2, 0.4%
Cc1sc2nc3c(SC(C)C(=O)O)cc(C(=O)c4ccccc4O)cn3c(=O)c2c1C (configuration not stated)
    x, -17.8, x, 3.9%
COc1cccc(-c2nnc(NC(=O)C3CCCCC3)o2)c1
    4.1%, 33.0, 1.8, -6.3%
Nc1ncnc2c1ncn2C1CCC(CO)C(O)C1 (configuration not stated)
    2.2%[2.29 µM], u, 5.1, -1.6%
O=C(CN1CCN(c2ccccc2)CC1)Nc1nccs1
    -0.3%, u, -1.2, -4.8%
O=C(NCc1ccc(Cl)cc1)c1cc2c(nc3sccn32)s1
    -14.0%, 49.9, u, -7.7%
Clc1ccccc1Nc1ncnc2c1nnn2Cc1ccccc1
    1.9%, u, 5.0, -8.9%
Oc1ccc(CNc2ccc(F)cc2)c2cccnc12
    -11.7%, 8.9, -6.8, u
Clc1ccc(-c2nc3ncccn3c2Nc2ccc3c(c2)OCO3)cc1
    u, -20.5, -4.6, -3.4%

Screening data as filed in PubChem BioAssay.
